# From PubChem
# Apoferritin bind: binds horse apoferritin like a general anesthetic; P02791; apoferritin/1-aminoanthracene competitive binding, fluorescence; Potency, µM (series often up to 77.5 µM), inactives show at the highest dose activity change, negative = displacement, usual class: inhibitors; 0.074% of 350,000 active; AID 485281; note: potency is the fitted concentration of half-maximal effect; % is set by controls: 0 for no effect and ±100 for the full control effect; nearly all actives have a fitted effect of over 20% in size
# Target sequence (P02791 2-175 limits assumed): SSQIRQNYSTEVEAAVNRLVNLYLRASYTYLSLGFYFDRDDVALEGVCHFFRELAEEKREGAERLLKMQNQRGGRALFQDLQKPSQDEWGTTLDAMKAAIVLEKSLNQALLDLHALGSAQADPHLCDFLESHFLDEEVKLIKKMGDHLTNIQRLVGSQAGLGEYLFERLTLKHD
#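 Read-out: endpoint 1-AMA fluorescence, excitation 380 nm and emission 535 nm, after compounds sit 10 min at room temperature with 10 uM horse-spleen apoferritin in 50% saturated 1-AMA/PBS. Values come from four-parameter Hill fits.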
# Pol kappa inh: DNA polymerase kappa (human) inhibition; Q9UBT6; purified Pol kappa, fluorescent DNA synthesis assay, 10 min; Potency, µM (doses to about 107 µM), without a hit: at the top dose activity, negative = inhibition, hits mostly inhibitors; 0.53% of 400,000 active; AID 588579; note: potency is the fitted concentration of half-maximal effect; % is set by controls: 0 for no effect and ±100 for the full control effect
# Target sequence (Q9UBT6 whole entry, looked up): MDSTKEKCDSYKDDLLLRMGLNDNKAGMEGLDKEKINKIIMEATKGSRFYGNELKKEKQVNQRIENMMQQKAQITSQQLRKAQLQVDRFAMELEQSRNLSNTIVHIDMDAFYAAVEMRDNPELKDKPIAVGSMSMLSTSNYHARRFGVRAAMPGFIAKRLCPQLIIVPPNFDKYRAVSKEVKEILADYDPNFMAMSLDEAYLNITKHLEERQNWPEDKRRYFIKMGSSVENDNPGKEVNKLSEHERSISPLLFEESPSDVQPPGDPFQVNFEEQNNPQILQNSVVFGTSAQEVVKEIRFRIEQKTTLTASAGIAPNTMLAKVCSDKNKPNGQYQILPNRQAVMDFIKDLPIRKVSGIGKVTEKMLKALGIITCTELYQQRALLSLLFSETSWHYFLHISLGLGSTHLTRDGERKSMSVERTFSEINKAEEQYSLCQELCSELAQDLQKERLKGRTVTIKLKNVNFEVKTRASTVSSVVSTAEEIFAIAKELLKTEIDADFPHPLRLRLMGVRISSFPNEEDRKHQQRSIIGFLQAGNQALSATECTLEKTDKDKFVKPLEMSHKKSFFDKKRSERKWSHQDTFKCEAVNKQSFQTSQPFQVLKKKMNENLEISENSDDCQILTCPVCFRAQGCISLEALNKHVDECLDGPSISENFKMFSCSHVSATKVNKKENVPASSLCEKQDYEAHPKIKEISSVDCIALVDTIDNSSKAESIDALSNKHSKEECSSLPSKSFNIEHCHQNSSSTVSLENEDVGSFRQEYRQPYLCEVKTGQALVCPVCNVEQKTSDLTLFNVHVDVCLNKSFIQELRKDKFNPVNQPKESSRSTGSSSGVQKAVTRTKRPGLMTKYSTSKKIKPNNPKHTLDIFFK
#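 50 nM final substrate added after 15 min RT preincubation of 10 nM Pol kappa with compound; fluorescence read at 0 and 10 min.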
# POLB inh: DNA polymerase beta (human) inhibition; P06746; Pol beta primer extension/strand displacement, fluorescence kinetic; AID 485314; Potency, µM (series often up to 114 µM), without a hit: at the highest dose activity change, negative = inhibition, usual class: inhibitors; 1.3% of 340,000 active; note: potency is the fitted concentration of half-maximal effect; % is set by controls: 0 for no effect and ±100 for the full control effect
#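 Kinetic readout of DNA synthesis with strand displacement by Pol beta. Compound and 10 nM enzyme sit 15 min at room temperature; 50 nM substrate starts the reaction, read immediately and at 10 min.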
# 12-LOX inh: ALOX12 (human) lipoxygenase inhibition; Potency, µM (highest dose often 108 µM), for inactives: top-dose activity change, negative = inhibition, most hits filed as inhibitors; P18054; purified 12hLO, xylenol orange hydroperoxide absorbance; 1.1% of 580,000 active; note: potency is the fitted concentration of half-maximal effect; % is set by controls: 0 for no effect and ±100 for the full control effect
#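 Purified human 12hLO (150 nM final) in 25 mM Hepes, 0.01% Triton X-100, pH 7.0 was preincubated 15 min at room temperature with compound. Then 40 uM arachidonic acid was added, 30 min. Hydroperoxide was read by Fe-XO absorbance ratio 573/405 nm.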
# POLI inh: inhibitors of human DNA polymerase iota; 1% of 390,000 active; Potency, µM (series often up to 115 µM), without a hit: at the highest dose activity, negative = inhibition, most hits filed as inhibitors; Pol iota fluorescent replication assay, 10 min; Q9UNA4; note: potency is the fitted concentration of half-maximal effect
#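 Pol iota at 10 nM preincubated 15 min with compounds at room temperature; reaction started with fluorescent substrate, 50 nM final. Fluorescence read kinetically at 0 and 10 min; buffer-only wells as negative control.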
# ERG-DNA inh: ERG Ets/DNA interaction inhibition. P11308. fluorescence polarization, His-ERG Ets domain / labelled DNA. Potency, µM (series often up to 76.9 µM), for the others: top-dose FP activity, negative = inhibition, actives largely listed as inhibitors. 0.028% of 370,000 active; active = well fitted inhibition curve with a large enough effect in the polarisation, with a control signal flat; inconclusive = small, poorly fitted or top-dose-only effect, or effect the other way, or a change in a side signal; inactive = no such curve, though single readings can be large or run the other way; the % refers to the polarisation;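 note: polarization taken with two DNA probes labelled with fluorescein and Texas red; potency is the fitted concentration of half-maximal effect; % of control where 0% means no effect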
#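 His-tagged ERG Ets domain (1 uM in the protein solution; 300mM KCl, 50mM Tris-HCl, 1mM EDTA, 1mM DTT, pH 7.5) received compound, then a probe mix of 5 nM fluorescein-DNA and 100nM Texas-615-DNA. Fluorescence polarization was read for both dyes.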
# APEX1 inh: blocks human APE1 abasic DNA cleavage; P27695; recombinant APE1, TAMRA/BHQ-2 abasic DNA cleavage fluorescence; Potency, µM (highest dose often 65.8 µM), for the others: top-dose activity change, negative = inhibition, actives largely listed as inhibitors; 0.35% of 350,000 active; AID 2517;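 note: potency is the fitted concentration of half-maximal effect; plate controls were vehicle for no effect and reference inhibitor for full effect; nearly all actives have a fitted effect of over 55% in size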
#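 Measures dequenching upon AP-site incision of a 5'-TAMRA/3'-BHQ-2 THF-containing duplex, 50 nM; human APE1 0.75 nM after 15 min room-temperature exposure to compound; kinetic three-point read at one-minute spacing.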
# TRHR ag: agonists of human TRH receptor | activation, % at 2 µM | P34981 | TRHR cells, calcium flux fluo-8, FDSS agonist mode | 0.18% of 360,000 active; in the data active = activation above about 30%; note: 0% is about no effect
#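 TRHR-expressing cells loaded with fluo-8 calcium dye; 23 nL library compound pin-transferred, kinetic FDSS fluorescence (Ex 480/Em 530) recorded about 180 s for agonist-induced calcium release, before a 10 nM TRH EC20 addition for potentiator mode.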
# BLM helicase inh: blocks DNA unwinding by human BLM helicase; P54132; recombinant BLM DNA unwinding, fluorescence dequenching; Potency, µM (doses to about 56.1 µM), for inactives: top-dose activity change, negative = inhibition, hits mostly inhibitors; 0.2% of 350,000 active;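 note: potency is the fitted concentration of half-maximal effect; plate controls were vehicle for no effect and no enzyme for full effect; nearly all actives have a fitted effect of over 35% in size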
# Starred values were filed as active, the others as inactive; u = inconclusive; x = not tested or not shown; & = joins results of further samples; [ ] = remark or other dose. Unless noted, calls come from the whole dose curve; as a rule, active = well fitted curve in the direction sought with a large enough effect; inconclusive = small, poorly fitted or top-dose-only effect, or another doubt; inactive = no such curve, though single readings can be large; an effect the other way counts as inactive or inconclusive. This is a subset; count on the stated rates, not on these rows.
SMILES,Apoferritin bind,Pol kappa inh,POLB inh,12-LOX inh,POLI inh,ERG-DNA inh,APEX1 inh,TRHR ag,BLM helicase inh
CCOC(=O)c1ccc(NC(=O)CN2C(=O)C3C4C=CC(C4)C3C2=O)cc1 (configuration not stated),-12%,-17%,25%,-10%,40%[activator],1%,2%,0.5,1%
CCn1c(CNC(=O)c2ccccc2F)nnc1SCC(=O)NC1CCCCC1C (configuration not stated),-15%,13%,0%,-6%,59%[activator],4%,4%,-0.2,3%
Cc1c(Cl)cccc1Nc1ncccc1C(=O)OCC(O)CO (configuration not stated),-1%,x,-4%,x,x,x,-6%,0.9,-2%
O=C(c1ccc(N2CCCC2=O)cc1)N1CCN(c2ccccc2)CC1,-9%,-15%,29%,0%,2%,-1%,1%,-0.1,-8%
CCN(CCCNC(=O)Cn1ncc2c([nH]c3ccc(C)cc32)c1=O)Cc1ccccc1,-2%&-10%,5%&1%,59%&26%,u,3%&29%,-3%&8%,18%,-0.1&-0.3,1%&1%
C=CCN(CC=C)c1nc2ccccc2nc1C(C#N)C(=O)OC(C)C (configuration not stated),55%[activator],-7%,2%,0%,26%,7%,17%,1.3,-9%
CCCCN=C(NNc1ccc(Br)cc1)C(=O)OCC,5%,4%,4%,u,-8%,-23%,-2%,-0.1,0%
OCCC1CN(Cc2ccccc2OC2CCCC2)CCN1Cc1ccsc1 (configuration not stated),-10%,-10%,0%,0%,-2%,-6%,1%,-0.3,-1%
CCc1ccccc1NC(=O)CSc1nc2ncccc2o1,-6%,-15%[60.1 µM],-17%,-9%,-5%,-9%,x,-0.1,3%
Cc1cccc(OCc2n[nH]c(=S)o2)c1,-16%,3%,-1%,-26%,23%,-10%,-1%,0.0,-4%

# Part of the list above with just BLM helicase inh, POLB inh and Pol kappa inh:
compound	BLM helicase inh	POLB inh	Pol kappa inh
O=C(c1ccc(N2CCCC2=O)cc1)N1CCN(c2ccccc2)CC1	-8%	29%	-15%
CCOC(=O)c1ccc(NC(=O)CN2C(=O)C3C4C=CC(C4)C3C2=O)cc1 (configuration not stated)	1%	25%	-17%
CCn1c(CNC(=O)c2ccccc2F)nnc1SCC(=O)NC1CCCCC1C (configuration not stated)	3%	0%	13%

# Going on with the list.
SMILES,Apoferritin bind,Pol kappa inh,POLB inh,12-LOX inh,POLI inh,ERG-DNA inh,APEX1 inh,TRHR ag,BLM helicase inh
Cc1ccc(OCC(=O)Nc2ccc(C(N)=O)cc2)cc1,-8%,-15%,1%,-18%,96%[activator],-3%,20%,-1.3,0%
CCOc1cc(C(=O)NCc2ccc3c(c2)CCN3C(=O)c2ccc(F)cc2)cc(OCC)c1OCC,-10%,-18%[60.1 µM],-1%,-26%,-18%,4%,x,-0.2,-16%
CCCNC(=O)CN1C(=O)COc2ccc(S(=O)(=O)N3CC(C)CC(C)C3)cc21 (configuration not stated),-8%,2%,1%,10%,21%,-3%,61%[activator],0.6,2%
Fc1ccc(CSc2nnc(-c3cccs3)o2)cc1,u,-4%[60.1 µM],5%,10%[57.4 µM],23%,x,-10%,-0.5,-13%
CCOC(=O)C1=C(C)N(c2ccc(C)cc2)C(=O)/C1=C\c1cccs1,-12%,1%,19%,0%,13%,-4%,-7%,-0.4,-6%
CCOc1c(Cl)cc(C(=O)NCCN2CCCCC2)cc1Cl,0%,-7%,9%,u,21%,-3%,-1%,2.1,-7%
CCn1c(NCc2ccc(N(C)C)cc2)nc2ccccc21,1%,-11%,-15%,-3%,19%,-1%,-8%,-0.3,-1%
O=C(CCn1c(=O)c2ccccc2n(CC(=O)Nc2cccc(F)c2)c1=O)NCCc1ccccc1,-8%,0%,0%,-19%,2%,-10%,x,-1.1,0%
CCN(CC)CCC(c1ccc(OC)cc1)c1c(OC)cc(OC)c2c(C)cc(=O)oc12 (configuration not stated),-5%,-8%,x,x,19%,x,13%,x,12%
Cc1ccccc1/C(N)=N/OC(=O)N1c2ccccc2Sc2ccccc21,u,-5%,-15%,0%,-18%,7%,-6%,-0.4,-10%
COc1ccc2c(C)cc(=O)oc2c1C,-10%,-1%,-5%,0%,4%,6%,-1%,-0.7,2%
O=C(CCCSc1nc2ccccc2[nH]1)NCc1ccccc1F,-9%,-1%,-18%,3%,-19%,-5%,-3%,-0.9,1%
O=C(Nc1ccc(C(=O)N2CCOCC2)cc1)c1cnn2c(C(F)F)cc(-c3ccccc3)nc12,2%,7%,12%,-18%,36%[activator],-5%,0%,-1.4,-8%
CCOc1ccccc1C(=O)Nc1cccc(-c2ccc3nncn3n2)c1,-16%,-13%,-13%,8%,u,-1%,-3%,-0.3,-3%
CCN(CC(=O)NC(=O)NC1CCCC1)Cc1ccccc1,x,0%,x,14%,28%,7%,0%,0.0,x
Cc1cc(=O)oc2c(C)c(OC(C)C(=O)NC3CCN(Cc4ccccc4)CC3)ccc12 (configuration not stated),-4%,9%,18%,-1%,-12%,-3%,16%,-0.1,-5%
C/C(=N/N=C/c1ccc(N(C)C)cc1)c1ccccc1,1%,-21%,11%,-11%,15%,2%,u,-0.3,-2%
N#CC1=C(N)N(c2ccc(F)cc2)C(=O)C1,9%,-11%,7%,4%,-3%,x,20%,0.0,-4%
CCN=C(NS(=O)(=O)c1ccc(Br)cc1)c1ccc(Cl)cc1,-13%,14%,3%,1%,-4%,4%,1%,0.8,-4%
COc1ccccc1CN1C(=O)CN(C2CCCCCC2)C(=O)C1c1ccc(C)cc1 (configuration not stated),-6%,6%[60.1 µM],-27%,-28%,17%,2%,x,-0.7,-6%

# Whole records, looked up by structure. Order of screens: Apoferritin bind, Pol kappa inh, POLB inh, 12-LOX inh, POLI inh, ERG-DNA inh, APEX1 inh, TRHR ag, BLM helicase inh
# C/C(=N/N=C/c1ccc(N(C)C)cc1)c1ccccc1 is entered as 1%, -21%, 11%, -11%, 15%, 2%, u, -0.3, -2%
# Cc1cc(=O)oc2c(C)c(OC(C)C(=O)NC3CCN(Cc4ccccc4)CC3)ccc12 (configuration not stated) is entered as -4%, 9%, 18%, -1%, -12%, -3%, 16%, -0.1, -5%
# O=C(CCCSc1nc2ccccc2[nH]1)NCc1ccccc1F is entered as -9%, -1%, -18%, 3%, -19%, -5%, -3%, -0.9, 1%

# (cont.)
SMILES,Apoferritin bind,Pol kappa inh,POLB inh,12-LOX inh,POLI inh,ERG-DNA inh,APEX1 inh,TRHR ag,BLM helicase inh
Cc1ccc(-c2cc(C(=O)N3CCN(C4CCS(=O)(=O)C4)CC3)c3ccccc3n2)cc1 (configuration not stated),x,5%,x,-16%,17%,-5%,32%,-0.4,x
COc1ccc(CC(=O)NC2CCN(CC(=O)N3CCCc4ccccc43)CC2)cc1OC,-9%,0%,-3%,0%,20%,4%,-4%,-0.4,0%
COC(=O)c1nn(-c2ccccc2)c(=O)cc1Oc1ccc(Cl)cc1,-9%,-15%,-3%,-22%,9%,-3%,0%,-0.8,0%
Cc1c(S(=O)(=O)Nc2cc(Cl)ccc2Cl)c(=O)n(C)c(=O)n1C,-17%,3%,0%,20%,2%,-23%,1%,0.7,0%
Cc1ccc(-c2noc(C3CCCN(C(=O)c4ccc(F)cc4F)C3)n2)cc1 (configuration not stated),-2%,-12%,-5%,-14%,-6%,-11%,-6%,-1.2,-12%
Cc1ccc(Nc2cc(C)c(O)c(C)c2)cc1,-17%,-7%,10%,0%,265%[activator],14%,33%,-3.7,-15%
CC(/C=N/Nc1nnc2c(n1)[nH]c1ccccc12)=C\c1ccco1,u,-9%,7%,x,-11%,-9%,u,-0.5,-2%
O=C1C2C3C=CC(O3)C2C(=O)N1Nc1ccccc1 (configuration not stated),x,-1%,x,-3%,39%[activator],2%,x,x,x
Cn1cc(CCC(=O)NC2CC(C)(C)Cc3c2cnn3-c2ccc(F)cc2)cn1 (configuration not stated),-5%,-14%,0%,0%,7%,-7%,19%,0.2,0%
CCOC(=O)Cc1ccc(NC(=O)NCc2cccn2Cc2ccccc2)cc1,-13%,2%,8%,-4%,-6%,0%,x,-0.2,-1%

# The closing three entries of the section above lead into the next.
SMILES,Apoferritin bind,Pol kappa inh,POLB inh,12-LOX inh,POLI inh,ERG-DNA inh,APEX1 inh,TRHR ag,BLM helicase inh
O=C1C2C3C=CC(O3)C2C(=O)N1Nc1ccccc1 (configuration not stated),x,-1%,x,-3%,39%[activator],2%,x,x,x
Cn1cc(CCC(=O)NC2CC(C)(C)Cc3c2cnn3-c2ccc(F)cc2)cn1 (configuration not stated),-5%,-14%,0%,0%,7%,-7%,19%,0.2,0%
CCOC(=O)Cc1ccc(NC(=O)NCc2cccn2Cc2ccccc2)cc1,-13%,2%,8%,-4%,-6%,0%,x,-0.2,-1%
Cc1c(C(=O)Nc2ccc(F)cc2)sc2nc[nH]c(=O)c12,8%,-8%[60.1 µM],2%,-13%,48%[activator],4%,x,0.5,2%
Cc1cc(-n2c(SCc3ccccc3F)nc3[nH]ncc3c2=O)ccc1Cl,-2%,-9%[60.1 µM],-16%,-16%,-28%,-6%,x,0.0,-10%
CCCCNC(=O)CC(NS(=O)(=O)c1ccc(C)cc1)c1ccco1 (configuration not stated),-7%,6%,28%,0%,34%[activator],-3%,-2%,-0.4,0%
Cc1cc(Cl)c2oc(C(=O)NC(C)c3ccncn3)c(C)c2c1 (configuration not stated),-4%,0%,14%,14%,25%,-2%,82%[activator],-0.7,-1%
N#Cc1ccc(CC(C(=O)O)N2Cc3ccccc3C2=O)cc1 (configuration not stated),37%[activator],-6%,-6%,0%,u,2%,65%[activator],1.0,-1%
CCOC(=O)C1=C(COC(=O)/C=C/c2cccc(OC)c2OC)NC(=O)NC1C (configuration not stated),u,-10%,-24%,-6%,u,-15%,8%,-0.2,-5%
Cc1cccc(NC(=O)CSc2nnc(NC(=O)C3CC3)s2)c1C,6%,-4%,61%,7%,49%[activator],-1%,0%,1.3,-3%
